Assay outcomes as filed in PubChem BioAssay.
NR5A2 inv ag = LRH-1 (NR5A2) inverse agonists, primary screen, cell-based, luminescence, HEK293T, StAR-luciferase reporter | 360,000 compounds, 0.13% hits | LRH-1 transfected, 24 h | Nuclear receptor subfamily 5 group A member 2 (Homo sapiens), O00482 | inhibition, % at 3.6 µM | AID 602396, 2012;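 active = inhibition above the mean inhibition of all tested compounds plus 3 SD, cut at about 73% in these data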;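 note: 0% = DMSO wells and 100% = reporter-only cells lacking LRH-1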
NR2F2 inh = NR2F2 transcriptional activity inhibitors, primary screen, cell-based, luciferase reporter, HEK293T, luminescence; COUP transcription factor 2 (Homo sapiens), P24468; HEK293T NGFI-A luciferase reporter; inhibition, % at 8.6 µM; 370,000 compounds, 0.7% hits; AID 686940, 2013;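 active = inhibition above a per-plate cutoff, mean inhibition of test wells between control levels plus 3 SD, cut at about 38% in these data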;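 note: cells cotransfected with COUP-TFII expression vector driving the NGFI-A reporter; 0% = median of COUP-TF2 test wells and 100% = reporter-only cells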
NCOA1 inh = SRC1 coactivator transcriptional activity inhibitors, primary screen, cell-based, luminescence; inhibition, % at 3.6 µM; Nuclear receptor coactivator 1 (Homo sapiens), Q15788; 360,000 compounds, 0.12% hits; HEK293 GAL4-SRC1 luciferase reporter;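 active = inhibition above the campaign mean plus 3 SD, with each screening campaign given its own cutoff, cut at about 60% in these data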;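 note: 0% = DMSO treated cells and 100% = gossypol at 36 µM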
CF NFkB inh = inhibitors of PAF-induced NF-kB signaling, primary screen, cell-based, GFP fluorescence, uHTS; KKLEB NF-kB-GFP reporter, GFP fluorescence overnight; inhibition, % at 5 µM; 360,000 compounds, 0.86% hits; AID 588850, 2011;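 active = at least 50% inhibition at 5 µM, scaled per plate between neutral and stimulator controls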;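 note: PAF is a Pseudomonas aeruginosa culture filtrate used as stimulus; plate controls were PAF-stimulated DMSO wells for no effect and unstimulated DMSO wells for full effect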
TWEAK-Fn14 inh = inhibitors of TWEAK-Fn14 signaling, primary screen, luciferase reporter cells, uHTS; TWEAK-stimulated Fn14 reporter cells, luciferase luminescence, 8 h; inhibition, % at 10 µM; 360,000 compounds, 2% hits; in the data active = inhibition above about 50%
C8 TRAIL sens = viability loss with TRAIL in NB7+C8 cells, primary screen, TRAIL sensitizer project, cell-based, ATPlite luminescence. inhibition (viability loss, TRAIL sensitization), % at 10 µM. AID 624354, 2012. 360,000 compounds, 1% hits;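 active = compounds causing at least 50% loss of cell viability in the single-dose screen, relative to plate controls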
TROY NFkB inh = inhibitors of TROY-driven NF-kB signaling, primary screen, Q293 LMP1-TROYcd cells, NF-kB luciferase, uHTS; Q293 LMP1-TROYcd NF-kB luciferase reporter, 4 h; inhibition, % at 10 µM; 360,000 compounds, 0.98% hits;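 active = compounds whose plate-normalised and pattern-corrected inhibition of the luciferase reporter signal at the single screening dose is 50% or more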
NCOA2 inhibitor = inhibition of GAL4-SRC2 driven luciferase reporter, primary screen, SRC2 inhibitor project, cell-based, luminescence; HEK293 GAL4-SRC2 luciferase reporter; 370,000 compounds, 0.17% hits; Nuclear receptor coactivator 2 (Homo sapiens), Q15596; inhibition, % at 9 µM; AID 651957, 2012;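 active = inhibition above the mean inhibition of all tested compounds plus 3 SD, set per campaign, cut at about 52% in these data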;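 note: 0% = DMSO treated cells and 100% = cells given Gossypol at 36 µM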
KKLEB cytotox = cytotoxicity in KKLEB CF airway cells, primary screen, cytotoxicity control for CF NF-kB inhibitor project, cell-based, uHTS, fluorescence assay plates; activity change (cytotoxicity), % at 5 µM; KKLEB CF airway cells viability, ATPlite luminescence, overnight; hits give low values; cells stimulated with P. aeruginosa culture filtrate; 360,000 compounds, 0.36% hits; AID 602141, 2011;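 active = corrected activity change at or below -50% at 5 µM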
SRC3 inh = SRC3 coactivator transcriptional activity inhibitors, primary screen, cell-based, luminescence | Nuclear receptor coactivator 3 (Homo sapiens), Q9Y6Q9 | HEK293 GAL4-SRC3 luciferase reporter | inhibition, % at 3.6 µM | 360,000 compounds, 0.17% hits | AID 588352, 2011;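 active = inhibition above a per-campaign cutoff, the mean of all compounds plus 3 SD, cut at about 60% in these data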;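 note: 0% = DMSO-treated cells and 100% = gossypol-treated cells at 36 µM; higher means less SRC3-driven luciferase light from the GAL4 reporter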
Target sequence (Q9Y6Q9 whole entry, looked up, the tested form may be a part): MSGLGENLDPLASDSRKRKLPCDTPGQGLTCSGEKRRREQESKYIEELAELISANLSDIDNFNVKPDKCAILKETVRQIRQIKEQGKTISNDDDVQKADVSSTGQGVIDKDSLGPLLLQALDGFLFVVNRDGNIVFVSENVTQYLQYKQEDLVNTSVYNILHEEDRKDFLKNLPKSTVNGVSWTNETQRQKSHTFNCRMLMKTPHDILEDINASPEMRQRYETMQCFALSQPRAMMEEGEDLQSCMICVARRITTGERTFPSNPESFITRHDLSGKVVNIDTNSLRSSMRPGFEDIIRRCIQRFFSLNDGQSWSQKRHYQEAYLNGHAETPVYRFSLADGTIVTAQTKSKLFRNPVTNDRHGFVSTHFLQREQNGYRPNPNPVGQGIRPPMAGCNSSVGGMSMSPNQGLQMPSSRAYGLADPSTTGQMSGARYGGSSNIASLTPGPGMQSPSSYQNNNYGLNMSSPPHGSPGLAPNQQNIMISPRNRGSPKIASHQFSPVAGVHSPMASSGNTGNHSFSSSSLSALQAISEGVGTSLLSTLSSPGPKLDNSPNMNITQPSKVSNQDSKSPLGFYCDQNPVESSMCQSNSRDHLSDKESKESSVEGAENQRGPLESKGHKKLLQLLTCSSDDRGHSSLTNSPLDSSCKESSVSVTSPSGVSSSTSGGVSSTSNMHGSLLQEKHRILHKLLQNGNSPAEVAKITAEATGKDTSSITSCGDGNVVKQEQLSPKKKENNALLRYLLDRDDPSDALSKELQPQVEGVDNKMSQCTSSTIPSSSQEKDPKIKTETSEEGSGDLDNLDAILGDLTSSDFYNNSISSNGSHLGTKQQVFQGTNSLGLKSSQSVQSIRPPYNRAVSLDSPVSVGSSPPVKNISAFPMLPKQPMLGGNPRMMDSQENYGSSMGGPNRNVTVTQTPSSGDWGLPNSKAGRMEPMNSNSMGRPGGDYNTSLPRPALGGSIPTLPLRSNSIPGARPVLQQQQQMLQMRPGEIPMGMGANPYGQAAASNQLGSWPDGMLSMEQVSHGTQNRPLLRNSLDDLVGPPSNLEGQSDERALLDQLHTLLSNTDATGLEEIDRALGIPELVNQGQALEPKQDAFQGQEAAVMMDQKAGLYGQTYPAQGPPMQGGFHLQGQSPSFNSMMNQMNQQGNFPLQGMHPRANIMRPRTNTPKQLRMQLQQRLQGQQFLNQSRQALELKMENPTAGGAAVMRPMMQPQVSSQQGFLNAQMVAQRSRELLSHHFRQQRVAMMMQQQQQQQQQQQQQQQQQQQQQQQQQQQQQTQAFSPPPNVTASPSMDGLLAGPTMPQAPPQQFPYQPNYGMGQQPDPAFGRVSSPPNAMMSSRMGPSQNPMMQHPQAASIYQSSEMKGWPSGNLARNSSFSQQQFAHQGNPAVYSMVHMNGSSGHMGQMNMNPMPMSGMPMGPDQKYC
LMP1 NFkB inh = EBV LMP1-driven NF-kappaB luciferase reporter inhibitors, primary screen, cell-based, luminescence, single point; LMP1-induced NF-kappaB luciferase reporter cells; inhibition, % at 12.5 µM; 350,000 compounds, 0.69% hits; in the data active = inhibition above about 41%;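 note: 0% = neutral control wells and 100% = reference inhibitor control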
Numbers without * were called inactive; x = no result given.

#	mol	NCOA2 inhibitor	SRC3 inh	LMP1 NFkB inh	NR2F2 inh	TROY NFkB inh	NCOA1 inh
1	COc1ccc(C(=O)C2CCCN(C(=O)c3c4c(nn3C)CCCC4)C2)cc1F (stereo not drawn)	-11	-22	-18	7	-7	2
2	Cc1ccc(CCNC(=O)CCS(=O)(=O)Cc2ccc(C)cc2)cc1	-14	-20	2	0	14	-1
3	CCCN1CCC(NC(=O)Cc2ccccc2OC)CC1	-13	-3	8	-7	20	-6
4	Cc1ccc(S(=O)(=O)CCC(=O)Nc2cc(Cl)ccc2-n2cncn2)cc1	-4	1	6	0	-30	-10
5	O=C(O)c1ccccc1C(=O)Nc1nc(-c2ccccc2)cs1	0	-11	-2	12	24	-9
6	Cc1sc2ncn(CC(=O)N(CC(=O)NC3CCCC3)Cc3cccs3)c(=O)c2c1C	x	10	-11	x	-24	8
7	CCOC(=O)C1(Cc2ccc(Cl)cc2)CCN(C2CCC2)CC1	9	11	-4	3	-1	-42
8	O=C(Nc1cccc(Cl)c1)Nc1ccccc1-n1ccnc1	16	12	-14	1	-13	2
9	Cc1c(N(C)C(=O)C23CC4CC(CC(C4)C2)C3)c(=O)n(-c2ccccc2)n1C	-35	5	5	-3	3	-4
10	C=CCn1c(=O)c(CCC(=O)Nc2ccc(N3CCOCC3)cc2)nc2cc(C(F)(F)F)ccc21	9	5	-4	8	3	-2
11	C#CCOc1c(Cl)cc(/C=C2/C(=O)ON=C2C)cc1OCC	1	-1	-3	-14	8	9
12	Cc1ccc(Cl)cc1N1CCN(C2CCCCC2NS(=O)(=O)c2ccccc2)CC1 (stereo not drawn)	x	1	-1	x	-42	-13

#	KKLEB cytotox	NR5A2 inv ag	TWEAK-Fn14 inh	CF NFkB inh	C8 TRAIL sens
1	0	9	-2	-5	0
2	6	1	-12	-18	-6
3	0	-11	7	1	-7
4	-20	18	-21	-12	-15
5	-6	-3	14	1	-3
6	8	-1	0	-8	1
7	3	-18	0	0	11
8	-4	-17	-1	6	4
9	10	-5	4	-18	-17
10	0	-10	-19	19	-5
11	-15	1	14	-20	2
12	-16	9	-21	26	-3

Whole records as entered above. Values in the order: NCOA2 inhibitor | SRC3 inh | LMP1 NFkB inh | NR2F2 inh | TROY NFkB inh | NCOA1 inh | KKLEB cytotox | NR5A2 inv ag | TWEAK-Fn14 inh | CF NFkB inh | C8 TRAIL sens
Profile of O=C(Nc1cccc(Cl)c1)Nc1ccccc1-n1ccnc1 = 16 | 12 | -14 | 1 | -13 | 2 | -4 | -17 | -1 | 6 | 4
Profile of Cc1ccc(CCNC(=O)CCS(=O)(=O)Cc2ccc(C)cc2)cc1 = -14 | -20 | 2 | 0 | 14 | -1 | 6 | 1 | -12 | -18 | -6

Back to the main list, repeating the two entries before the break.
#	mol	NCOA2 inhibitor	SRC3 inh	LMP1 NFkB inh	NR2F2 inh	TROY NFkB inh	NCOA1 inh
11	C#CCOc1c(Cl)cc(/C=C2/C(=O)ON=C2C)cc1OCC	1	-1	-3	-14	8	9
12	Cc1ccc(Cl)cc1N1CCN(C2CCCCC2NS(=O)(=O)c2ccccc2)CC1 (stereo not drawn)	x	1	-1	x	-42	-13
13	Cc1ccccc1C(=O)NC1CC2CCCC(C1)N2C(=O)Nc1ccccc1 (stereo not drawn)	-3	-30	-12	-26	-6	-7
14	COc1cc2c(c(OCC(=O)NC(C)C)c1)C(=O)O[C@@H](C)CCCC(=O)CCCCC2	20	14	-25	24	7	4
15	O=C(Cn1nnc(-c2ccc(Cl)cc2)n1)NC1CCS(=O)(=O)C1 (stereo not drawn)	1	9	-2	-13	5	-21
16	CC(NC(=O)Cc1ccccc1)c1ccc(F)cc1 (stereo not drawn)	0	14	6	12	6	-2
17	COc1ccc(CC(=O)OCC(=O)NNC(=O)c2ccccc2)cc1	14	-20	-8	-18	-7	-7
18	O=C(NC1CCCC1)C1CCCN1C(=O)Oc1ccccc1 (stereo not drawn)	-11	1	-4	7	-1	5
19	CCc1nnc(NC(=O)C2(C)COC(c3ccc(OC)cc3)OC2)s1 (stereo not drawn)	-17	3	1	-13	-13	-22
20	Cc1sc2nc(C)n(/N=C/c3ccccc3O)c(=O)c2c1C	12	26	4	2	0	5
21	CCOc1ccc(OCC(=O)Nc2cccc(S(=O)(=O)NC3=NCCC3)c2)cc1	-30	-44	1	-13	-20	-27
22	Cc1cc(=O)n2cn[nH]c2n1	21	-4	0	-55	-19	-18
23	O=C(NCC(c1ccco1)N1CCCC1)c1cccc(S(=O)(=O)Nc2ccc(F)cc2)c1 (stereo not drawn)	20	-32	3	6	1	-7
24	CN(C)n1cccc1/C=C(\C#N)S(=O)(=O)c1ccc(Cl)cc1	18	-9	-6	9	6	-51

#	KKLEB cytotox	NR5A2 inv ag	TWEAK-Fn14 inh	CF NFkB inh	C8 TRAIL sens
11	-15	1	14	-20	2
12	-16	9	-21	26	-3
13	-6	0	6	3	22
14	4	18	-26	-10	6
15	4	-3	11	12	-9
16	-3	-8	11	-6	17
17	11	26	-5	9	-18
18	-7	-3	28	-9	-3
19	-7	6	-28	8	-7
20	3	-2	-13	4	6
21	-6	-11	-11	-7	63*
22	1	23	32	17	-13
23	10	3	11	-21	-7
24	-3	-2	26	8	-9

Sorted by heavy-atom count (ascending): part of the list above.
#	mol	NCOA2 inhibitor	SRC3 inh	LMP1 NFkB inh	NR2F2 inh	TROY NFkB inh	NCOA1 inh
16	CC(NC(=O)Cc1ccccc1)c1ccc(F)cc1 (stereo not drawn)	0	14	6	12	6	-2
21	CCOc1ccc(OCC(=O)Nc2cccc(S(=O)(=O)NC3=NCCC3)c2)cc1	-30	-44	1	-13	-20	-27
14	COc1cc2c(c(OCC(=O)NC(C)C)c1)C(=O)O[C@@H](C)CCCC(=O)CCCCC2	20	14	-25	24	7	4

#	KKLEB cytotox	NR5A2 inv ag	TWEAK-Fn14 inh	CF NFkB inh	C8 TRAIL sens
16	-3	-8	11	-6	17
21	-6	-11	-11	-7	63*
14	4	18	-26	-10	6

Remaining list, next part:
#	mol	NCOA2 inhibitor	SRC3 inh	LMP1 NFkB inh	NR2F2 inh	TROY NFkB inh	NCOA1 inh
25	COc1cc2ccccc2cc1C(=O)Nc1sc2c(c1C(N)=O)CCN(C(C)C)C2	-20	2	-18	2	-10	-6
26	COc1ccc(C=NNC(=O)c2ccccc2NS(=O)(=O)c2cccs2)cc1O	-3	-5	-10	0	-12	-12
27	Cc1ccc(N2C(=O)CC(Cc3cc(C)cc(C)c3)C2=O)cc1 (stereo not drawn)	-5	9	10	8	11	6
28	Cc1ccc(C)c(NC(=S)NC(C)C(c2ccccc2)N2CCN(C)CC2)c1 (stereo not drawn)	-17	-8	-11	-7	-9	-12
29	O=c1cc(N2CCCCC2)c(-c2ccccc2)nn1Cc1cccc(Cl)c1	-9	14	0	6	-2	-3
30	CN(C(=O)COC(=O)c1ccc2[nH]c3c(c2c1)CCCC3)C1CCS(=O)(=O)C1 (stereo not drawn)	-9	17	-7	-15	-7	28
31	Cc1n[nH]c(C)c1S(=O)(=O)Nc1ccc2c(c1)OCCO2	30	6	29	6	63*	5
32	[NH-]c1ncnc2c1N=C[N+]2=CC=CCO	-10	-4	-6	12	17	-8
33	COc1ccc(C(C)NC(=O)Cc2ccc(Br)cc2)cc1 (stereo not drawn)	3	2	-1	1	5	-12
34	CCOC(=O)c1sc(NC(=O)CCCCCN2C(=O)c3cccc4cccc(c34)C2=O)nc1C	4	-2	-48	-17	-25	-13
35	CCCNC(=O)C1(C)CCN(C(=O)COc2ccc(C(C)(C)C)cc2)C1 (stereo not drawn)	-31	-11	x	2	-4	-3
36	O=[N+]([O-])c1ccc(NC(=S)NCc2ccncc2)cc1	19	-3	12	13	4	2

#	KKLEB cytotox	NR5A2 inv ag	TWEAK-Fn14 inh	CF NFkB inh	C8 TRAIL sens
25	-23	12	-46	29	83*
26	-21	-23	4	-14	9
27	-2	-10	10	18	2
28	2	3	8	12	-6
29	18	-12	-5	-14	0
30	5	-8	-3	5	1
31	1	21	82*	8	-9
32	-6	-2	11	-10	-9
33	-1	12	-4	12	5
34	-53*	5	-18	39	17
35	6	1	-23	-16	9
36	-3	23	-5	-1	-1

Remaining list, next part.
#	mol	NCOA2 inhibitor	SRC3 inh	LMP1 NFkB inh	NR2F2 inh	TROY NFkB inh	NCOA1 inh
37	COc1ccc(NC(=O)CSc2ncnc3c2nnn3-c2ccc(F)cc2)c(OC)c1	-13	11	8	-14	6	-11
38	O=C(CNc1ccccc1)N/N=C/c1ccc([N+](=O)[O-])cc1	4	5	-9	2	6	-13
39	COc1cccc2c(=O)n(CC(=O)Nc3ccc(F)cc3F)ccc12	-21	-3	4	4	-16	7
40	O=C1NC[C@H](c2ccccc2)N(CCC23CC4CC(CC(C4)C2)C3)C1=O	3	-3	10	0	-6	-6
41	CCCc1cc(=O)[nH]c(SCC(=O)Nc2ccc3ccccc3c2)n1	1	5	1	-20	-19	-2
42	COc1ccc(S(=O)(=O)N2CCN(C(=O)c3ccco3)CC2)cc1OC	8	8	2	-3	-6	3
43	CC(Nc1ccc(Br)cn1)c1cc(Cl)ccc1O (stereo not drawn)	0	-17	4	-6	6	1
44	CN(Cc1ccccc1)S(=O)(=O)c1ccc(N2CCOCC2)nc1	-5	14	0	-3	-16	-11
45	CCc1nc2oc3ccccc3c(=O)c2c(=O)n1Cc1ccc(OC)cc1	20	3	4	14	1	5
46	CCOc1ccccc1C(=O)NCCCCNC(=O)c1ccccc1OCC	-15	-13	-9	8	13	-11
47	NS(=O)(=O)c1ccc(NC(=O)c2ccc(F)cc2F)c(NC(=O)c2ccc(F)cc2F)c1	11	-6	-10	1	-4	-16
48	Brc1cc(Cc2nnc(-c3ccccc3)o2)c(Br)s1	-26	6	-11	-5	-26	5
49	O=[N+]([O-])/C(Cl)=C(/NCCO)C(Cl)=C(Cl)Cl	-19	10	-14	6	-25	-14
50	Nc1c(Cl)cc(C2=NCCn3nc4cc(C(F)(F)F)ccc4c32)cc1Cl	14	2	-42	8	19	-9
51	O=C(NCc1ccc2c(c1)OCO2)C(=S)N1CCOCC1	28	6	7	-3	6	2

#	KKLEB cytotox	NR5A2 inv ag	TWEAK-Fn14 inh	CF NFkB inh	C8 TRAIL sens
37	3	6	29	14	-13
38	10	5	-26	-22	-5
39	-4	21	5	-5	-10
40	-6	6	6	15	-3
41	-1	11	4	7	0
42	1	9	10	4	-18
43	4	-5	15	3	-21
44	-10	2	-24	7	2
45	2	4	1	4	44
46	1	10	-23	-2	7
47	-2	10	-12	25	8
48	0	23	-2	-37	-7
49	1	-17	0	-18	15
50	-4	-10	-16	-2	0
51	10	-22	8	-10	3
